# Screening results as filed in PubChem BioAssay.
# M17LAP inhibition – P. falciparum M17LAP inhibitors, primary screen, biochemical, fluorogenic H-Leu-NHMec substrate, 1536-well (AID 1619); recombinant M17LAP, H-Leu-NHMec fluorogenic kinetic assay; higher % means a stronger effect; inhibition, % at 30 µM; hits with a dose series show IC50 in µM; 220,000 tested, 0.38% active;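 active means compound inhibiting the enzyme by more than half at any dose during confirmatory dose-response retesting; inconclusive means strong single-dose inhibitors picked by rank but not retested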;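 further: plate controls were full reaction with DMSO carrier for no effect and no enzyme background for full effect; strong numbers were not always called active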
# T cell HTS – modulators of CD8 T cell-vesicle binding, primary screen, mouse 2C CD8+ T cells, flow cytometry. 2C CD8+ T cell-vesicle binding; hits give low values. calls only at 7 µM. 330,000 tested, 0.068% active. AID 2052, 2009;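 active means response, share of CD8 T cells binding vesicles, and their 90th percentile fluorescence all below set limits, cut at about 80% in these data, passing the limit was not always enough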
#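 material = purified 2C TCR transgenic mouse naive CD8+ T cells | controls = Unloaded micro-vesicles (low), QL9 vesicles with 0.7% DMSO (high) | detection = cytometric PE anti-B7-1 and Alexa647 anti-CD8 signals after 1% paraformaldehyde fixation | incubation = binding step 1.5 h, 37 °C, antibody labelling 20 min, ice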
# West Nile antiviral – West Nile virus antiviral activity, cell-based, CPE readout (AID 1621); West Nile virus-infected cells, CPE inhibition; higher % means a stronger effect; one-dose CPE inhibition, % at 10 µM; IC50 in µM for titrated hits; 290,000 tested, 0.02% active; in the data active means a potency from the dose series; inconclusive means CPE inhibition mostly from about 3.7% at the one dose, without a potency; inactive means the rest, 99 in 100 with CPE inhibition below about 2.2%; further: strong numbers were not always called active
# RSV CPE inhibition – RSV antiviral activity via CPE protection, HEp-2 cells, primary 10 µM value included (AID 2391); HEp-2 cells, RSV-induced CPE inhibition; higher % means a stronger effect; CPE inhibition, % at 10 µM, or IC50 in µM where a hit was titrated; 310,000 tested, 0.13% active; in the data active means a potency from the dose series; inconclusive means CPE inhibition mostly from about 23% at the one dose, without a potency; inactive means the rest, 99 in 100 with CPE inhibition below about 21%; further: strong numbers were not always called active
# TNAP activators – human TNAP enzyme activators, primary screen, biochemical, luminescent, no phosphate acceptor, uHTS (AID 1001). Alkaline phosphatase, tissue-nonspecific isozyme (Homo sapiens). purified TNAP, luminescent activation assay, no phosphate acceptor; higher activation fold means a stronger effect. activation fold at 20 µM, or EC50 in µM where a hit was titrated. 200,000 tested, 0.03% active; in the data active means activation fold from about 3, or a potency from the dose series; inactive means the rest, 99 in 100 with activation fold below about 1.6; further: many of its hits are not listed in these tables
# M1AAP inhibition – P. falciparum M1AAP inhibitors, biochemical, fluorogenic H-Leu-NHMec substrate, 1536-well (AID 1445); Aminopeptidase N (Plasmodium falciparum (isolate 3D7)); recombinant M1AAP, H-Leu-NHMec fluorogenic kinetic assay; higher % means a stronger effect; one-dose inhibition, % at 30 µM; IC50 in µM for titrated hits; 220,000 tested, 0.42% active;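 active means primary inhibition above the hit cutoff, then over 50% inhibition at one or more dose response concentrations, cut at about 23% in these data, passing the limit was not always enough; inconclusive means conflicting primary data, or primary hits not chosen for dose response; inactive means low primary inhibition, or under 50% at every dose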;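 further: plate controls were DMSO full reaction for no effect and no enzyme background for full effect; strong numbers were not always called active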
# human PMI inhibition – inhibitors of human PMI, primary screen, biochemical, fluorescence intensity, coupled assay (AID 1209); 190,000 tested, 0.42% active; inhibition, % at 20 µM, or IC50 in µM where a hit was titrated; purified PMI enzyme, coupled fluorescence intensity; higher % means a stronger effect; Mannose-6-phosphate isomerase (Homo sapiens);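 further: plate controls were DMSO vehicle for no effect and wells lacking substrate for full effect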
# PMI inhibition – human PMI inhibitors, high substrate, primary screen, biochemical, fluorescence intensity, high mannose 6-phosphate (AID 1220); recombinant PMI enzyme, coupled fluorescence intensity; higher % means a stronger effect; one-dose inhibition, % at 20 µM; IC50 in µM for titrated hits; 190,000 tested, 0.66% active
# UTI89 phage lysis – inhibition of K1F phage lysis, E. coli UTI89, bacterial capsule biogenesis inhibitors, alamar blue (AID 488966). inhibition, % at 100 µM, or IC50 in µM where a hit was titrated. 340,000 tested, 0.02% active. E. coli UTI89 K1F phage lysis, alamar blue, 2 h; higher % means a stronger effect;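 active means phage lysis inhibition, versus mean bacterial control, above a set limit; inconclusive means no clear call, values can overlap the other calls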;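 further: capsule biogenesis inhibitors block K1F phage lysis so surviving cells raise fluorescence; higher fluorescence means more inhibition of phage lysis; actives were called in the ten point dose series up to 300 µM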
# T cell HTS vesicle-bound % – recorded beside T cell HTS, whose call it bears; double positive events, %; measured here: CD8+ vesicle-bound cell fraction;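 binding gate set so that unloaded-vesicle control wells show 10% double positive cells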
# Numbers without * were called inactive; i = inactive; u = inconclusive; x = no result given; [ ] = dose if it differs, or a comment. Unless noted, no stated cut-off is given here; in the data, active means inhibition above about 50%; inactive means the rest. Compounds were not picked by outcome; about 1.5% have a hit in one of these screens.
SMILES,M17LAP inhibition,T cell HTS,T cell HTS vesicle-bound %,West Nile antiviral,RSV CPE inhibition,TNAP activators,M1AAP inhibition,human PMI inhibition,PMI inhibition,UTI89 phage lysis
Cc1ccccc1OCc1nnc(SCC(=O)NCc2ccco2)n1C,6%,i,58,0.5%,-1.0%,1.1,3%,1%,-9%,0.6%
COc1cccc(CN2CCC(n3nccc3NC(=O)C3CC3)CC2)c1,x,i,17,-0.1%,-1.6%,x,x,x,x,0.0%
COC(=O)[C@H](C(C)C)n1c(C)c(C(C)=O)c(C(C)=O)c1C,-3%,i,2,1.2%,-0.5%,1.1,1%,11%,6%,0.0%
C=C(C)Cn1c(NCCOC)nc2c1c(=O)[nH]c(=O)n2C,6%,i,33,0.0%,1.9%,1.1,1%,-15%,-15%,1.1%
CC(/C=N/n1c(COc2ccccc2)n[nH]c1=S)=C\c1ccccc1,10%,i,19,0.2%,u,0.7,4%,19%,14%,-0.2%
COc1ccc(CN(C)C(=O)c2cccc(NS(=O)(=O)c3ccccc3)c2)c(OC)c1,x,i,72,-1.1%,5.1%,x,x,x,x,0.1%
COc1cccc(C(=O)Nc2nnc(SCC(=O)NC3CC3)s2)c1,x,i,8,0.1%,1.6%,x,x,x,x,0.0%
COc1ccc(C2(C(=O)Nc3nncs3)CCCC2)cc1,16%,i,26,0.4%,-1.6%,1.1,-2%,12%,6%,4.2%
O=C(NC1CC1)c1ccc(CS(=O)c2ccccc2)o1 (stereo not drawn),x,i,24,-0.5%,1.2%,x,x,x,x,2.8%
CSc1ccccc1NC(=O)Nc1ccc(Cl)cc1,-4%,i,8,-1.0%,9.1%,1.2,2%,8%,10%,-0.8%
Nc1cccc(C(=O)OCC(=O)c2ccccc2)c1,-2%,i,36,0.2%,0.4%,1,7%,-6%,-8%,3.8%
COc1ccc(C(CC(=O)N2CCCC(C)C2)c2c(O)cc(OC)cc2OC)cc1 (stereo not drawn),2%,x,x,-0.3%,2.1%,x,-3%,x,x,0.1%
Cc1ccc(Br)cc1S(=O)(=O)Nc1cccnc1,x,i,49,0.9%,0.4%,x,x,x,x,0.1%
CCOc1ccc(NC(=O)CN2C(=O)C(C)SC(C)C2=O)cc1 (stereo not drawn),6%,i,53,0.3%,2.5%,1,4%,-11%,-1%,0.1%
COc1ccc(NC(=O)COC(=O)C2C3CC4OC(=O)C2C4C3)cc1 (stereo not drawn),x,i,26,0.7%,1.3%,x,x,x,x,-0.1%
Cc1cc2c(cc1S(=O)(=O)CCC(=O)N1CC(C)CC(C)C1)OCC(=O)N2 (stereo not drawn),x,i,18,0.5%,0.1%,x,x,x,x,0.8%
O=C(Nc1cc(=O)[nH]c2nc(-c3ccccc3)nn12)c1ccccc1Cl,2%,i,29,-0.2%,1.1%,x,1%,x,x,-0.1%
C(/C=C/c1ccccc1)=N/N1CCN(c2ccccc2)CC1,4%,i,36,x,2.9%,1.1,4%,7%,6%,5.7%
CC(C)(C)NC(=O)C(c1cccs1)N(Cc1ccco1)C(=O)c1csnn1 (stereo not drawn),x,i,47,0.7%,-0.3%,x,x,x,x,0.2%
CCOC(=O)N1CCC(NC(=O)C2CCN(c3nc(-c4ccc(OC)cc4)no3)CC2)CC1,-6%,i,63,x,5.5%,1,0%,7%,13%,-0.5%
N=C1C(c2nc3ccccc3s2)=C(O)CN1Cc1ccco1,-2%,i,65,-0.1%,2.8%,1.1,7%,7%,9%,-1.1%
c1ccn2c(CNc3ncnc4sccc34)nnc2c1,2%,i,11,0.2%,0.7%,1.1,-1%,4%,2%,1.3%
O=C(NCCSc1ccccc1)c1ccccc1Cl,0%,i,33,-0.2%,1.9%,1.1,3%,-7%,-6%,3.8%
O=C(Nc1cccc(-c2csc(Nc3ccccc3)n2)c1)c1ccccc1,-12%,i,36,0.3%,20%,x,4%,x,x,0.9%
CCCOc1c(Br)cc(C(=O)NCC)cc1OC,8%,i,12,0.4%,3.4%,1.1,-1%,2%,0%,0.6%
# Following part:
SMILES,M17LAP inhibition,T cell HTS,T cell HTS vesicle-bound %,West Nile antiviral,RSV CPE inhibition,TNAP activators,M1AAP inhibition,human PMI inhibition,PMI inhibition,UTI89 phage lysis
CCCCN(CC)CCNC(=O)c1cc2c(=O)n(C)c3ccccc3c2n1C,4%,i,48,1.9%,-2.3%,1.3,12%,7%,9%,1.2%
Cc1ccccc1NC(=S)Nc1ccc2[nH]c(=O)[nH]c2c1,11%,i,24,-0.7%,0.6%,x,11%,x,x,0.3%
O=[N+]([O-])c1ccc(N2CCN(CCO)CC2)cc1NCc1ccco1,32%,i,34,-1.1%,0.5%,0.9,8%,22%,35%,5.3%
O=C(O)CSc1nnc(C2CC2)n1-c1ccccc1,-3%,i,62,0.6%,1.9%,1.1,1%,-3%,-6%,-0.2%
O=C(NC1CCCCC1)C(c1ccncc1)N(C(=O)c1csnn1)c1ccccc1 (stereo not drawn),x,i,32,1.1%,0.9%,x,x,x,x,0.2%
c1ccc2c(c1)nc(N1CCOCC1)c1nnnn12,12%,i,49,-0.3%,18%,1,11%,12%,2%,-2.6%
CCCC1(CCC)NC(=O)N(CC(=O)Nc2ccccc2OC)C1=O,12%,i,18,-0.5%,-0.3%,1.1,12%,-3%,-1%,-0.2%
Nc1ccc2nc[nH]c2c1,6%,i,29,0.2%,0.5%,0.9,5%,-18%,47%,-0.3%
CC(=O)c1ccc(OCC(O)CN2CCN(S(=O)(=O)c3c(C)cc(C)cc3C)CC2)cc1 (stereo not drawn),x,i,18,-0.2%,4.0%,x,x,x,x,2.9%[50 µM]
COC(=O)C1CCN(c2cc(=O)n(Cc3ccc(F)cc3)c(=O)[nH]2)CC1,4%,x,x,-0.4%,1.2%,1.1,-1%,2%,18%,0.4%
COCCN(C(=S)Nc1cc(C)cc(C)c1)C(C)c1ccco1 (stereo not drawn),6%,i,30,-0.7%,0.4%,1.1,-2%,-3%,-4%,0.8%[50 µM]
O=c1ccc2cc(S(=O)(=O)Nc3ccc(Br)cc3)ccc2o1,x,i,42,-1.5%,12%,x,x,x,x,0.6%
COc1cc(/C=N/NC(=O)c2cccnc2)ccc1OS(=O)(=O)c1ccc(C)cc1,5%,i,44,-0.8%,1.2%,1.1,8%,5%,-9%,0.0%
C/C(CC(=O)NC1CCCCC1)=N\NC(=O)Cc1ccc(-c2ccccc2)cc1,-5%,i,28,0.2%,2.4%,1,2%,6%,-5%,0.0%
CC(=O)N1c2ccc(S(=O)(=O)N3CCCCC3)cc2CC1C(=O)NCc1ccccc1C (stereo not drawn),x,i,45,0.2%,0.1%,x,x,x,x,0.1%
O=c1[nH]c(CN2CCCCC2)nc2ccccc12,1%,i,26,0.3%,-1.1%,1,2%,3%,-7%,-0.1%
C#CCCOC(=O)N1C2=NC(C(=O)OC)=C(C(=O)OC)[C@@H]3N(C)c4ccc(OC)cc4[C@]23C[C@H]1C(=O)OC,x,i,30,0.8%,3.1%,x,x,x,x,1.0%
Cc1cc(C)c(NC(=O)CS(=O)CC(=O)Nc2cccnc2)c(C)c1 (stereo not drawn),-5%,i,24,0.5%,0.3%,1.1,1%,0%,-2%,-0.2%
O=C(CCC1CC(=O)Nc2ccccc21)NCc1cccnc1 (stereo not drawn),-2%,i,29,x,2.5%,1,-3%,-11%,-1%,-0.8%
OCCN1CCOCCOCCN(CCO)CCN(CCO)CC1,-7%,i,23,2.3%,2.4%,1.1,-17%,5%,9%,-0.2%
CN(C)S(=O)(=O)c1cc(NC(=O)c2cc(=O)[nH]c3ccccc23)ccc1Cl,1%,i,54,0.1%,8.0%,1,0%,-2%,-3%,x
O=C(CSc1nc2c(sc3ccccc32)c(=O)n1-c1ccccc1)NCc1ccco1,-4%,i,33,-0.2%,4.7%,1.1,3%,-26%,-16%,1.2%[50 µM]
Cc1ccc(-c2nc(S(=O)(=O)c3ccc(C)cc3)c(SCC(N)=O)o2)cc1,x,i,41,-0.3%,2.8%,x,x,x,x,0.3%
Cc1cc(C)n(CC(=O)c2ccc(Cl)cc2)n1,-1%,i,52,0.1%,0.9%,1.1,0%,-19%,-2%,0.2%
O=C(NCCCN1CCOCC1)c1ccc(CSCc2cccc(Cl)c2)o1,2%,i,43,-1.0%,-3.8%,1.1,2%,-16%,-7%,-0.8%[50 µM]

# The list goes on; it opens with the 3 that closed the last part.
SMILES,M17LAP inhibition,T cell HTS,T cell HTS vesicle-bound %,West Nile antiviral,RSV CPE inhibition,TNAP activators,M1AAP inhibition,human PMI inhibition,PMI inhibition,UTI89 phage lysis
Cc1ccc(-c2nc(S(=O)(=O)c3ccc(C)cc3)c(SCC(N)=O)o2)cc1,x,i,41,-0.3%,2.8%,x,x,x,x,0.3%
Cc1cc(C)n(CC(=O)c2ccc(Cl)cc2)n1,-1%,i,52,0.1%,0.9%,1.1,0%,-19%,-2%,0.2%
O=C(NCCCN1CCOCC1)c1ccc(CSCc2cccc(Cl)c2)o1,2%,i,43,-1.0%,-3.8%,1.1,2%,-16%,-7%,-0.8%[50 µM]
CN1CCN(c2ccc(Nc3ccnc4cc(Cl)ccc34)cc2)CC1,x,i,59,u,0.2%,x,x,x,x,>300µM*
Cc1nnc(NC(=O)c2ccncc2)s1,6%,i,46,0.0%,0.7%,1.1,-2%,-6%,-7%,1.0%
O=[N+]([O-])c1cccc(-c2n[nH]c(=S)n2-c2ccccc2)c1,4%,i,58,0.1%,x,x,4%,x,x,x
O=C(Cc1ccc(Cl)cc1)NCc1ccccc1Cl,11%,i,36,-0.7%,1.9%,1.1,0%,-7%,-7%,-0.9%
CCOc1ccccc1-n1c(N)c(C(N)=O)sc1=S,10%,i,18,-0.4%,1.7%,1,-8%,10%,-1%,-5.3%
Cc1cccc(NC(=O)c2ccc3nsnc3c2)c1C,-5%,i,46,-0.4%,3.1%,1,8%,6%,7%,0.1%
N#CCCn1cc(CNC2CCC(O)CC2)c2ccccc21 (stereo not drawn),x,i,29,0.5%,2.2%,x,x,x,x,0.6%
COc1cc(O)c(C(CC(=O)N2CCOCC2)c2ccc(N(C)C)cc2)c(OC)c1 (stereo not drawn),-12%,x,x,-0.7%,2.4%,x,3%,x,x,0.9%
